LMP1 NFkB inh = Epstein-Barr LMP1 NF-kappaB reporter inhibition; AID 504558; 350,000 compounds, 0.69% hits; LMP1-induced NF-kappaB luciferase reporter cells, luminescence; inhibition, % at 12.5 µM; in the data active = inhibition above about 41%;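 note: 0% = neutral control wells and 100% = reference inhibitor control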
CF NFkB inh = inhibitors of cystic fibrosis induced NF-kB; KKLEB NF-kB-GFP reporter, PAF-induced, GFP fluorescence overnight; inhibition, % at 5 µM; 360,000 compounds, 0.86% hits; AID 588850;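 active = at least 50% inhibition at 5 µM, scaled per plate between neutral and stimulator controls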;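 note: PAF is a Pseudomonas aeruginosa culture filtrate used as stimulus; plate controls were PAF-stimulated DMSO wells for no effect and unstimulated DMSO wells for full effect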
LRH-1 inv ag = inverse agonists of human LRH-1 (NR5A2) | inhibition, % at 3.6 µM | AID 602396 | O00482 | 360,000 compounds, 0.13% hits | HEK293T StAR-luciferase reporter, LRH-1 transfected, 24 h;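 active = inhibition above the mean inhibition of all tested compounds plus 3 SD, cut at about 73% in these data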;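 note: 0% = DMSO wells and 100% = reporter-only cells lacking LRH-1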
KKLEB cytotox = counter-screen for CF NF-kB inhibitors: cytotoxicity | KKLEB CF airway cells viability, ATPlite luminescence, overnight; active compounds read low; cells stimulated with P. aeruginosa culture filtrate | activity change (cytotoxicity), % at 5 µM | 360,000 compounds, 0.36% hits | AID 602141;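 active = corrected activity change at or below -50% at 5 µM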
C8 TRAIL sens = caspase-8 TRAIL sensitization; inhibition (viability loss, TRAIL sensitization), % at 10 µM; NB7+C8 cells + TRAIL, ATPlite viability luminescence; AID 624354; 360,000 compounds, 1% hits;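 active = compounds causing at least 50% loss of cell viability in the single-dose screen, relative to plate controls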
SRC3 inh = human NCOA3 inhibition; Q9Y6Q9; HEK293 GAL4-SRC3 luciferase reporter, luminescence; inhibition, % at 3.6 µM; 360,000 compounds, 0.17% hits;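 active = inhibition above a per-campaign cutoff, the mean of all compounds plus 3 SD, cut at about 60% in these data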;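 note: 0% = DMSO-treated cells and 100% = gossypol-treated cells at 36 µM; higher means less SRC3-driven luciferase light from the GAL4 reporter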
NR2F2 inh = blocks human COUP-TFII nuclear receptor. P24468. HEK293T NGFI-A luciferase reporter, luminescence. inhibition, % at 8.6 µM. 370,000 compounds, 0.7% hits;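 active = inhibition above a per-plate cutoff, mean inhibition of test wells between control levels plus 3 SD, cut at about 38% in these data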;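 note: cells cotransfected with COUP-TFII expression vector driving the NGFI-A reporter; 0% = median of COUP-TF2 test wells and 100% = reporter-only cells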
Target sequence (P24468 whole entry, looked up): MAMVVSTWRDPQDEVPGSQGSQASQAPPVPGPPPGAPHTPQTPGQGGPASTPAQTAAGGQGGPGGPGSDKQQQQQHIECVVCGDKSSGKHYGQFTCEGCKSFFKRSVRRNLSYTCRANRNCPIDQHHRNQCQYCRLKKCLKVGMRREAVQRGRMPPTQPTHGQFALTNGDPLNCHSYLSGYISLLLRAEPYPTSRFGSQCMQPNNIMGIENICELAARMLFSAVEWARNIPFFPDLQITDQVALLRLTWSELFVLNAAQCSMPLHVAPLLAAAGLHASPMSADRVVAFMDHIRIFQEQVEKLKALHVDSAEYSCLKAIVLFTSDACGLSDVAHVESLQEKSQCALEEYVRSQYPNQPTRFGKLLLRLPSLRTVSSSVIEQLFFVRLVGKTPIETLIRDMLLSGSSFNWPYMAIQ
NCOA1 inh = human NCOA1 inhibition | Q15788 | HEK293 GAL4-SRC1 luciferase reporter, luminescence | inhibition, % at 3.6 µM | 360,000 compounds, 0.12% hits | AID 588354;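 active = inhibition above the campaign mean plus 3 SD, with each screening campaign given its own cutoff, cut at about 60% in these data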;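 note: 0% = DMSO treated cells and 100% = gossypol at 36 µM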
TROY signal inh = TROY signaling inhibition | inhibition, % at 10 µM | Q293 LMP1-TROYcd NF-kB luciferase reporter, 4 h | 360,000 compounds, 0.98% hits;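 active = compounds whose plate-normalised and pattern-corrected inhibition of the luciferase reporter signal at the single screening dose is 50% or more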
NCOA2 inhibitor = inhibits human steroid receptor coactivator 2; Q15596; HEK293 GAL4-SRC2 luciferase reporter, luminescence; inhibition, % at 9 µM; 370,000 compounds, 0.17% hits;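 active = inhibition above the mean inhibition of all tested compounds plus 3 SD, set per campaign, cut at about 52% in these data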;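 note: 0% = DMSO treated cells and 100% = cells given Gossypol at 36 µM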
TWEAK Fn14 block = TWEAK-Fn14 signaling inhibition; AID 1159606; TWEAK-stimulated Fn14 reporter cells, luciferase luminescence, 8 h; inhibition, % at 10 µM; 360,000 compounds, 2% hits; in the data active = inhibition above about 50%
* marks the source's active call; other numbers are inactive results; / = not tested or not shown. Outcome played no part in choosing rows (roughly 4.2% active in at least one column).

cpd	SMILES	LMP1 NFkB inh	CF NFkB inh	LRH-1 inv ag	KKLEB cytotox	C8 TRAIL sens	SRC3 inh	NR2F2 inh	NCOA1 inh	TROY signal inh	NCOA2 inhibitor	TWEAK Fn14 block
1	Cc1nc(SCC(=O)Nc2ccccc2Cl)oc1C	-1	-30	-7	7	13	-7	-3	-19	6	-6	17
2	Cc1ccc(-c2csc(NC(=O)C3=NN(c4ccccc4)C(=O)CC3)n2)cc1	7	-12	26	-15	12	6	14	14	17	22	55*
3	C=CCn1c(SCC(=O)Nc2ncc(Cc3ccc(Br)cc3)s2)nnc1-c1ccncc1	1	32	-26	-40	-7	-11	-1	-4	13	1	-15
4	CN[C@H]1C[C@H]2c3cc(Oc4ccccc4C)ccc3CCN2C(=O)[C@H]1[C@H](C)O	/	6	-8	-12	-3	16	-6	8	21	14	20
5	CCN(c1ccccc1)S(=O)(=O)c1ccc(OC)c(NC(=O)CN2C(=O)NC(C)(C)C2=O)c1	-4	3	-9	16	-10	-4	-1	0	-8	-6	0
6	Cc1ccc(CN2CCN(CC(=O)N/N=C/c3ccc(C)o3)CC2)cc1	14	14	11	-10	3	26	-3	4	0	-1	1
7	CCCCN(C(=O)C(C)(C)Oc1ccc(Cl)cc1)c1c(N)n(CCC)c(=O)[nH]c1=O	-1	1	9	-29	-4	24	-7	-3	10	-14	18
8	COc1ccc(CNC(=O)COC(=O)CC(NC(N)=O)c2ccc(Cl)cc2)cc1OC (stereo not drawn)	11	6	-18	-10	1	1	2	-8	-2	7	-2
9	CC1CN(c2ncnc3c2oc2ccccc23)CC(C)O1 (stereo not drawn)	2	-5	-15	4	-13	2	-6	-11	-5	2	-33
10	Nc1ccc2oc(C3CCCCC3)nc2c1	-10	-1	3	4	-9	-59	-29	-82	-24	-29	-11
11	CCN(CC)CCNc1ccc(Cl)cc1[N+](=O)[O-]	1	-16	13	2	26	24	-6	3	0	14	0
12	CCOc1ccccc1NC(=O)CN1CCc2ccccc2C1	-3	4	5	-3	-3	-18	13	10	0	16	-1
13	COc1ccc(N=C2SC(C(=O)Nc3ccc(C(=O)O)cc3)CC(=O)N2Cc2cccs2)cc1 (stereo not drawn)	-5	-11	-18	0	1	-3	5	-3	-11	18	-2
14	CC(NC(=O)Cn1cc(C(F)(F)F)cc(Cl)c1=O)c1ccccc1 (stereo not drawn)	-1	0	3	-3	-10	-2	4	3	20	-34	26
15	C/C(NCCc1ccccc1)=C1/CCOC1=O	0	9	-27	4	4	-5	-9	-15	4	-41	-9
16	S=C(Nc1cccc2ccccc12)NN1CCOCC1	-23	1	-5	-2	-7	8	-8	-9	-14	-3	-12
17	CCN(CC)C(=O)C1=C(C)N(CCCOC)C(=O)C(CC(=O)NC(c2ccccc2)c2ccccc2)C1 (stereo not drawn)	4	-12	13	8	6	-20	9	7	1	7	-1
18	Cc1ccc2c(c1)C(c1ccccc1)N(C(=O)c1ccccc1[N+](=O)[O-])CC(=O)N2 (stereo not drawn)	3	4	24	5	-8	5	9	10	21	1	4
19	CCCCSCCCNC(=S)Nc1ccccc1C	-4	18	18	4	-11	5	13	-8	-2	-12	-17
20	Cc1cccc(N(CC(=O)NC(C)(C)C)C(=O)CCC(=O)Nc2ccccn2)c1	4	-26	-6	16	-3	-9	-8	-14	20	-23	4
21	COc1cccc(NC(=O)N(C2CCCCC2)C(C)c2cccs2)c1 (stereo not drawn)	-4	-6	-9	1	2	-10	-12	-10	-5	-19	0
22	c1ccc(Cc2nnc(N3CCOCC3)c3ccccc23)cc1	3	14	10	-3	12	12	5	2	-7	-15	-15
23	O=C(N/N=C/c1cn(Cc2ccccc2)c2ccccc12)c1cc(O)cc(O)c1	4	23	7	4	4	8	1	9	-18	-13	-23
24	CCOC(=O)c1c(C)oc2c1c1c(c3ccccc32)OCN(CCCC(=O)O)C1	-4	23	-62	-5	-16	-80	-16	-92	13	-88	7
25	COc1cccc(C2C3=C(CC(C)(C)CC3=O)OC(N)=C2[N+](=O)[O-])c1 (stereo not drawn)	12	-9	8	7	-3	-3	4	-1	-5	4	-10
26	O=C(CSc1ccc2nnc(-c3cccc(F)c3)n2n1)N1CCCc2ccccc21	3	-37	-6	5	6	15	-3	0	4	-8	1
27	COc1ccccc1Cc1c(C(C)(C)C)nc2cc(C)c(Br)c(C)n12	/	/	15	/	1	/	3	/	-14	-17	10
28	O=C(CCC(=O)NC12CC3CC(CC(C3)C1)C2)NC1CCCCC1	36	7	0	-9	-4	6	6	-7	-4	9	0
29	CCC(=O)Nc1nc(NCc2ccccc2OC)n(-c2ccccc2)n1	-3	-6	4	-8	-10	2	3	20	-34	11	-6
30	Cc1cc(C(=O)CSc2nc3ccccc3o2)c(C)n1C1CC1	-38	-10	-145	-5	9	-80	-21	-114	1	-46	22
31	CC(=O)c1cccc(OCC(=O)N2CCN(c3ccc(C(F)(F)F)cn3)CC2)c1	16	12	-3	-16	2	11	11	1	9	-9	1
32	O=c1c(Cl)c(NC2CC2)cnn1-c1ccccc1	-9	-28	-27	11	1	-9	-20	-45	-12	-28	2
33	C=CCN=C1S/C(=C\N(C)C)C(=O)N1S(=O)(=O)c1ccc(C)cc1	3	-14	-4	-5	-7	11	21	2	8	-17	-5
34	O=C(NCc1ccc(CNC(=O)c2ccco2)cc1)c1ccco1	-5	19	12	-8	1	-6	5	7	-4	-19	-6
35	COc1ccc(Br)cc1/C(C)=N/NC1=NCCN1	-1	1	30	-3	19	0	32	9	18	-5	22
36	CCc1nc(NCCN2CCOCC2)c2oc3ccccc3c2n1	-36	11	-7	-10	-13	-5	-7	6	7	17	16
37	COc1cc(NC(=O)c2ccc(S(=O)(=O)N(C)C)cc2)cc(OC)c1OC	6	-13	7	7	1	20	-7	8	-17	-10	-9
38	CC1Cc2ccccc2N1C(=O)COC(=O)c1c2c(nc3ccccc13)CCCCC2 (stereo not drawn)	-9	43	-12	-6	-6	18	16	14	-7	6	35
39	O=C(CNC(=O)c1ccccc1)OCC(=O)c1ccccc1Cl	-13	15	11	-28	1	19	-11	-49	4	2	-14
40	COC(=O)C(Cc1ccccc1)NC(=O)COc1ccc(C(C)(C)C)cc1 (stereo not drawn)	-17	-9	5	12	21	12	15	5	-7	-46	-46

Ordered by SMILES length (highest first): part of the list above.
cpd	SMILES	LMP1 NFkB inh	CF NFkB inh	LRH-1 inv ag	KKLEB cytotox	C8 TRAIL sens	SRC3 inh	NR2F2 inh	NCOA1 inh	TROY signal inh	NCOA2 inhibitor	TWEAK Fn14 block
25	COc1cccc(C2C3=C(CC(C)(C)CC3=O)OC(N)=C2[N+](=O)[O-])c1 (stereo not drawn)	12	-9	8	7	-3	-3	4	-1	-5	4	-10
24	CCOC(=O)c1c(C)oc2c1c1c(c3ccccc32)OCN(CCCC(=O)O)C1	-4	23	-62	-5	-16	-80	-16	-92	13	-88	7
37	COc1cc(NC(=O)c2ccc(S(=O)(=O)N(C)C)cc2)cc(OC)c1OC	6	-13	7	7	1	20	-7	8	-17	-10	-9
27	COc1ccccc1Cc1c(C(C)(C)C)nc2cc(C)c(Br)c(C)n12	/	/	15	/	1	/	3	/	-14	-17	10
28	O=C(CCC(=O)NC12CC3CC(CC(C3)C1)C2)NC1CCCCC1	36	7	0	-9	-4	6	6	-7	-4	9	0
29	CCC(=O)Nc1nc(NCc2ccccc2OC)n(-c2ccccc2)n1	-3	-6	4	-8	-10	2	3	20	-34	11	-6
30	Cc1cc(C(=O)CSc2nc3ccccc3o2)c(C)n1C1CC1	-38	-10	-145	-5	9	-80	-21	-114	1	-46	22
39	O=C(CNC(=O)c1ccccc1)OCC(=O)c1ccccc1Cl	-13	15	11	-28	1	19	-11	-49	4	2	-14
22	c1ccc(Cc2nnc(N3CCOCC3)c3ccccc23)cc1	3	14	10	-3	12	12	5	2	-7	-15	-15

(listing goes on)
cpd	SMILES	LMP1 NFkB inh	CF NFkB inh	LRH-1 inv ag	KKLEB cytotox	C8 TRAIL sens	SRC3 inh	NR2F2 inh	NCOA1 inh	TROY signal inh	NCOA2 inhibitor	TWEAK Fn14 block
41	CC(C)N1CC23C=CC(O2)C(C(=O)OCc2ccccc2)C3C1=O (stereo not drawn)	-2	-24	-4	19	-7	-3	-11	11	1	15	-8
42	COc1ccc(-n2nc3c(c2NC(=O)C(C)Cl)CSC3)cc1 (stereo not drawn)	-2	3	8	12	-3	-9	9	-1	-3	9	1
43	O=S1(=O)C=C[C@@H](CO)N1Cc1ccc(Br)cc1	/	-3	-31	4	-11	6	4	7	19	12	20
44	COc1cc(C)ccc1S(=O)(=O)NC(=O)C1(C)CCN1C(=O)C1(c2ccc(Cl)cc2)CCC1 (stereo not drawn)	/	1	-22	-5	-5	-9	-14	-3	3	4	5

Source: PubChem BioAssay (several laboratories)
